# MazF activator: activators of E. coli MazEF toxin-antitoxin RNase. P0AE70. FAM/BHQ RNA-DNA oligo cleavage fluorescence, 5 h. activation, % at 20 µM. 350,000 tested, 0.32% active; in the data active = activation above about 50%
# Target sequence (P0AE70 whole entry, looked up): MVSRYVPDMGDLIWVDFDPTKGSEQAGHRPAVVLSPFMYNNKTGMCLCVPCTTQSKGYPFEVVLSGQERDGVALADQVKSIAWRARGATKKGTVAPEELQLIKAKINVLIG
# PrPC TRFRET: cell surface PrPC inhibition, primary TR-FRET screen; TR-FRET read-out; inhibition, % at 13.8 µM; 370,000 tested, 0.43% active; in the data active = inhibition above about 24%; note: 0% = median of the test wells and 100% = reference compound wells
# BoNT-A LC inh2: BoNT A light chain protease inhibition; 360,000 tested, 0.17% active; multiplex microsphere protease substrate cleavage, flow cytometry; AID 588499; inhibition, % at 10 µM; note: plate controls were buffer without enzyme for full effect and enzyme alone for no effect
# VHR inh abs: DUSP3 (human) phosphatase inhibition. P51452. recombinant VHR phosphatase, pNPP absorbance. inhibition, % at 13.3 µM. 290,000 tested, 0.52% active. AID 1654; in the data active = inhibition above about 50%; note: some compounds called inactive have numbers as strong as hits
# Target sequence (P51452 whole entry, looked up): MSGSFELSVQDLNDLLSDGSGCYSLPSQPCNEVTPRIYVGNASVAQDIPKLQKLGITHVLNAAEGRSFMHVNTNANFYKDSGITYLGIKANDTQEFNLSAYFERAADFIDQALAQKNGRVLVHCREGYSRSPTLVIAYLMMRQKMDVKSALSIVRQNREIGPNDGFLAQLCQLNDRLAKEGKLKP
# BoNT-F LC inh: blocks Botulinum neurotoxin F light chain protease; Multiplex microsphere protease cleavage assay, flow cytometry; inhibition, % at 10 µM; 360,000 tested, 0.22% active; AID 588497; in the data active = inhibition above about 35%, passing the limit was not always enough; inconclusive = no clear call, values can overlap the other calls; note: plate controls were buffer without enzyme for full effect and enzyme alone for no effect
# SARS 3CLpro inh: SARS-CoV 3CLpro protease inhibition; 290,000 tested, 0.14% active; inhibition, % at 6 µM; P0C6X7; recombinant SARS-CoV 3CLpro, quenched FRET peptide cleavage; in the data active = inhibition above about 12%
# Rv3671c protease: inhibitors of M. tuberculosis serine protease Rv3671c; P9WHR9; inhibition, % at 5.96 µM; 320,000 tested, 0.048% active; AID 2606; in the data active = inhibition above about 38%;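 note: extracellular domain of Rv3671c used as enzyme; 0% = enzyme with DMSO and 100% = no enzyme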
# Target sequence (P9WHR9 whole entry, looked up, the tested form may be a part): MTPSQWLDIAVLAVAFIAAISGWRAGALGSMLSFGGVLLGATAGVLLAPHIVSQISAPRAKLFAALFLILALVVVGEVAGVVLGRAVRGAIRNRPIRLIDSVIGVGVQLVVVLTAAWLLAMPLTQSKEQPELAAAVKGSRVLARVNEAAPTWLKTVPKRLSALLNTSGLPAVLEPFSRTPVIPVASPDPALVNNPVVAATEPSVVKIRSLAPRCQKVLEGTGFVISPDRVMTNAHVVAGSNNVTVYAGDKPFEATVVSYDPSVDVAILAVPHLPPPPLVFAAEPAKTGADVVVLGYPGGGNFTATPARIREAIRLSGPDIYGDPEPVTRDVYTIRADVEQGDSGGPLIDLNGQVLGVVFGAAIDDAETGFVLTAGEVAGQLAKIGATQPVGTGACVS
# Anthrax LF prot: blocks Bacillus anthracis lethal factor protease; 360,000 tested, 0.12% active; multiplex microsphere protease cleavage assay, LF; inhibition, % at 10 µM; P15917; note: plate controls were buffer without enzyme for full effect and enzyme alone for no effect
# SSB-PriA inh: K. pneumoniae PriA-SSBct interaction inhibition; AlphaScreen SSBct-PriA binding, biotinylated peptide; inhibition, % at 33 µM; 430,000 tested, 0.6% active; AID 1272365; in the data active = inhibition mostly above about 37%, no sharp cut-off; inactive = mostly below about 20%;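 note: plate controls were negative control peptide for no effect and reference peptide for full effect; strong numbers were not always called active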
# CCHFV vOTU inh: blocks the CCHF virus ovarian tumor domain protease. CCHFV vOTU protease, Pep-AMC fluorescence. inhibition, % at 11.5 µM. 370,000 tested, 0.55% active; in the data active = inhibition above about 30%; note: 0% = vehicle wells with enzyme and 100% = no enzyme wells
# * hit, by the source's call; ? = inconclusive; nt = not tested or not shown; & = joins results of further samples. Cut-off read from the data, not from the text of the source, unless noted: active = inhibition above about 30%; inconclusive = no clear call, values can overlap the other calls; inactive = below that. An excerpt (hit frequency here may not be typical).
Compound	MazF activator	PrPC TRFRET	BoNT-A LC inh2	VHR inh abs	BoNT-F LC inh	SARS 3CLpro inh	Rv3671c protease	Anthrax LF prot	SSB-PriA inh	CCHFV vOTU inh
O=c1c2cc(N3CCOCC3)ccc2[nH]c(=S)n1CCc1ccccc1	14	4	1.0	12	5	0	1	-3	0	-6
CC1CC(=O)Nc2ccccc2N1C(=O)CSc1nnnn1C(C)C (configuration not stated)	5	3	-0.9	nt	-9	nt	-4	3	-4	3
COC(=O)C(NC(=O)C(NC(=O)c1ccccc1)C(C)C)C(C)C (configuration not stated)	7	4	0.7	2	2	-4	-1	1	-10	-2
COc1ccc(-c2cnn3c(N)c(S(=O)(=O)C(C)(C)C)cnc23)cc1	-2	3	?	25	0	4	3	-10	-9	6
COc1ccc(NC(=O)NCc2ccco2)c(OC)c1	3	2	0.2	31	0	3	-8	-1	5	6
CSc1ccccc1NC(=S)NCc1ccc(Cl)cc1	5	-2	-0.9	23	1	-2	-1	0	-10	7
Cc1[nH]c(=O)nc2c1CCC2	-1	1	-0.1	21	2	-5	-10	-2	-17	-3
NC(=O)CC(NC(=O)c1ccc(Br)cc1)c1ccc(N2CCCCCC2)c([N+](=O)[O-])c1 (configuration not stated)	6	-3	-0.1	13	2	-4	-2	-6	35	5
CCOc1cc(C2C3=C(CC(C)(C)CC3=O)N(CCCOC)C3=C2C(=O)CC(C)(C)C3)ccc1OC	10	-5	3.1	44	6	0	-4	-5	3	-7
CCN(CC)C(=O)CN(c1ccc(F)c(Cl)c1)S(C)(=O)=O	8	7	-0.4	11	-27	4	-1	2	-4	0
CCn1nnnc1NC(=O)c1cc(Cl)c(OC)c(Cl)c1	0	5	-1.0	14	-10	1	6	-4	-10	2
O=c1[nH]c(=O)c2cc([N+](=O)[O-])cc([N+](=O)[O-])c2[nH]1	8	-26	-0.9	-3	-3	9	0	-7	-1	26
COc1ccc(Cl)cc1NS(=O)(=O)c1cccc(C(=O)NC2CCC(O)CC2)c1 (configuration not stated)	0	5	3.2	nt	7	nt	-2	0	-14	-7
C=CCOc1c(Cl)cc(CNc2ccc(N(C)C)cc2)cc1OC	9	-11	-1.4	8	-43	3	-32	-15	69	69*
CCNC(=O)NC(=O)C(C)Oc1ccc(Br)cc1Br (configuration not stated)	23	10	-0.5	0	-11	-2	4	-5	-18	-11
COC(=O)c1cc(Br)c(=O)n(CCN2CCCCC2)c1	0	-4	-0.2	20	1	-5	3	-5	-16	-2
COc1ccc(N(CC(=O)NC(C)c2ccccc2)S(=O)(=O)c2c(C)noc2C)cc1 (configuration not stated)	-17	0	1.4	10	3	-2	-5	-4	5	-6
CCOC(=O)N1CCN(CC(O)COCc2ccccc2)CC1 (configuration not stated)	-2	0	-0.8	14	-9	-2	0	0	-5&-16	6
CC[C@@]1(C(=O)OC)N[C@H](CN(C)S(=O)(=O)c2ccc(OC)cc2)[C@@H]2C(=O)N(C)C(=O)[C@@H]21	8	-6	-0.3	nt	-3	nt	-9	1	-1	10
CC(C)CC(=O)Nc1nnc(SCC(=O)NC2CCCC2)s1	8	-3	0.4	nt	0	nt	nt	-8	nt	-4
Fc1ccc(-n2nnc(-c3ccccc3)n2)cc1	9	10	1.4	-15	-6	2	nt	18	-7	12
Cc1cnc(C(=O)Nc2ccccc2F)cn1	-2	-2	-0.5	16	-8	-4	6	-1	-16	4
CSc1ccc2[nH]c(=O)cc(C)c2c1	-1	7	0.3	22	-5	-4	-5	-2	6	-16
COc1cc(CNC2CCCCCC2)cc(OC)c1O	-3	-3	-0.2	8	1	-4	-6	2	-6	5
Cc1cc(=O)oc2cc(NC(=O)Cc3ccccc3)ccc12	-2	5	0.0	38	2	-1	-11	9	-7	-19
Cc1ccc(OCc2nc3ccccc3[nH]2)cc1	3	7	-0.4	-4	-3	-11	-2	-2	-17	-2
CCCOc1ccc(C(CC(=O)O)NC(=O)c2cccs2)cc1 (configuration not stated)	-5	-6	0.7	10	-2	2	-2	-2	-14	-7
C[C@]12CCC3C(CC[C@@H]4[C@H]5O[C@H]5CC[C@]34C)C1CC[C@@H]2O (some centres not stated)	0	9	-0.2	nt	8	nt	nt	12	-2	-3
O=C(OC(C(=O)Nc1cccc(C(F)(F)F)c1)c1ccccc1)C1CCCCC1 (configuration not stated)	-7	-4	-0.5	17	1	10	-92	-1	-24	2
Cc1ccc(S(=O)(=O)N2CCOCC2)c2nsnc12	-1	-29	-1.5	12	-3	1	8	-6	3	2

# Some of the entries so far, with two lines to a compound:
# Each structure is followed by: MazF activator | PrPC TRFRET | BoNT-A LC inh2 | VHR inh abs | BoNT-F LC inh | SARS 3CLpro inh | Rv3671c protease | Anthrax LF prot | SSB-PriA inh | CCHFV vOTU inh
- NC(=O)CC(NC(=O)c1ccc(Br)cc1)c1ccc(N2CCCCCC2)c([N+](=O)[O-])c1 (configuration not stated)
→ 6 | -3 | -0.1 | 13 | 2 | -4 | -2 | -6 | 35 | 5
- Fc1ccc(-n2nnc(-c3ccccc3)n2)cc1
→ 9 | 10 | 1.4 | -15 | -6 | 2 | nt | 18 | -7 | 12
- C=CCOc1c(Cl)cc(CNc2ccc(N(C)C)cc2)cc1OC
→ 9 | -11 | -1.4 | 8 | -43 | 3 | -32 | -15 | 69 | 69*
- CCN(CC)C(=O)CN(c1ccc(F)c(Cl)c1)S(C)(=O)=O
→ 8 | 7 | -0.4 | 11 | -27 | 4 | -1 | 2 | -4 | 0
- O=C(OC(C(=O)Nc1cccc(C(F)(F)F)c1)c1ccccc1)C1CCCCC1 (configuration not stated)
→ -7 | -4 | -0.5 | 17 | 1 | 10 | -92 | -1 | -24 | 2
- CCOC(=O)N1CCN(CC(O)COCc2ccccc2)CC1 (configuration not stated)
→ -2 | 0 | -0.8 | 14 | -9 | -2 | 0 | 0 | -5&-16 | 6

# Additional compounds follow:
Compound	MazF activator	PrPC TRFRET	BoNT-A LC inh2	VHR inh abs	BoNT-F LC inh	SARS 3CLpro inh	Rv3671c protease	Anthrax LF prot	SSB-PriA inh	CCHFV vOTU inh
CC1CCCN(S(=O)(=O)c2ccc3[nH]c4c(c3c2)CCCC4)C1 (configuration not stated)	7	5	0.8	19	-2	9	-8	0	11	17
O=C(COc1ccc2ccccc2c1Br)N1CCCCC1	-2	nt	-1.4	-2	-6	-2	1	-3	-13	nt
O=C(Cc1n[nH]c(=O)c2ccccc12)N/N=C/c1cc2c(cc1Cl)OCO2	5	-1	0.9	15	-7	-3	-9	-1	nt	1
Nc1ccc(C(=O)Nc2ccc3nc(-c4ccncc4)[nH]c3c2)cc1	3	8	-0.1	41	-6	-4	6	-4	0	9
O=C(/C=C/c1ccc(N2CCCCC2)c([N+](=O)[O-])c1)c1ccc(S(=O)(=O)N2CCCC2)cc1	-4	-10	-0.8	-7	-10	-4	-10	-2	10	-3
COCC(C)n1c(SCc2nc(N)nc(Nc3ccccc3C)n2)nc2ccccc2c1=O (configuration not stated)	-8	-2	0.0	24	-14	8	2	0	-11	1
CCOC(=O)N1CCN(C(=O)CN(C)S(=O)(=O)c2ccc(OC)c(OC)c2)CC1	1	0	0.0	21	-3	2	6	-2	3	-1
N#CC1CC(c2ccccc2)Nc2cc(Cl)ccc2N1 (configuration not stated)	7	8	2.2	5	33	1	-21	-10	-15	-27
Cc1nc2oc3c(NCc4ccccn4)ncnc3c2c2c1COC(C)(C)C2	1	1	nt	26	nt	-3	-5	nt	12	-8
O=C1NC(=S)SC1=Cc1cc(Br)ccc1O	-38	-7	0.0	nt	-2	nt	nt	3	7	10
CCN(CC)S(=O)(=O)c1ccc(N2CCCC2)c(NC(=O)Cc2c(F)cccc2Cl)c1	-10	-3	-2.4	-3	-7	-4	1	1	-18	5
CC(C)(C)c1cc(C(=O)NCCCn2ccnc2)cc(C(C)(C)C)c1	-4	8	-1.3	-10	-20	-4	-4	1	-6	27
CCOC(=O)CN1C(=O)N[C@@H](c2cccc(C(F)(F)F)c2)[C@H](C(C)=O)[C@H]1C	3	7	-0.3	nt	-3	nt	-3	-1	-12	14
O=C(NC1CCCc2ccccc21)C1CCN(S(=O)(=O)c2cccc3nonc23)CC1 (configuration not stated)	14	-4	1.2	4	?	2	-7	-8	-12	18
CC(=O)c1cccc(N(C(=O)c2ccco2)C(C(=O)NC2CCCC2)c2ccccc2F)c1 (configuration not stated)	5	-1	0.5	20	-8	-1	-6	6	-6	5
Cc1oc2cc3oc(=O)c(CCC(=O)NCCCn4ccnc4)c(C)c3cc2c1C	5	7	-0.7	13	-10	-1	12	6	0	-7
CCOc1ccc2[nH]c(=O)c(CN(CCN3CCOCC3)Cc3nnnn3C(C)(C)CC)cc2c1	4	-11	3.7	18	6	-3	-13	4	7	-5
Cc1cccc(OCC(=O)NNC(=O)Nc2cccc(Cl)c2)c1C	11	-4	-1.1	14	-7	3	-1	-1	-21	6
COc1cccc(/C(C)=N/N=C(\C)c2cccc(OC)c2)c1	0	-1	0.3	11	-21	1	nt	-21	nt	0
Cc1cc(F)ccc1S(=O)(=O)Nc1ccccc1C(=O)Nc1ccccc1-c1nc2ccccc2[nH]1	3	nt	0.6	-1	-1	-5	-213	-3	-17	nt
CCC(NC(=O)c1cccc(Cn2nc(C)c([N+](=O)[O-])c2C)c1)c1ccc(C(C)C)cc1 (configuration not stated)	-8	-3	1.0	43	-1	2	4	-2	-8	-6
COc1cccc(-c2ccc3ncnc(NCc4cc(C)cs4)c3c2)c1	3	-9	0.5	nt	2	nt	-51	-5	-23	-5
CNC1(c2nnnn2-c2c(C)cccc2C)CCOC(C)(C)C1 (configuration not stated)	6	7	0.0	13	4	1	2	-11	0	6
Cc1cc(C)cc(N2C(=O)C3NN=C(C(=O)OCc4ccccc4)C3C2=O)c1 (configuration not stated)	3	-8	-1.1	4	-7	3	3	-4	-5	12
CCN(CC)C(=O)CSc1nc2c(c(-c3cccnc3)c1C#N)CCCC2	2	11	-0.1	29	-1	0	5	-1	-2	4
O=C(OCC#CCSc1nnc(-c2cccc3ccccc23)o1)c1cc2ccccc2o1	-4	-1	-0.1	nt	-4	nt	1	0	-11	-7
CCOc1ccc(N(CC)S(=O)(=O)c2ccc3c(c2)oc(=O)n3C)cc1	0	7	-2.4	4	-5	-3	0	-5	-10	-1
COc1ccccc1N/C(N)=N/c1nc(CSc2ccc(C)cc2)cc(=O)[nH]1	-8	2	0.1	32	31	4	-6	-2	nt	7
COc1cc(OC)c(NS(=O)(=O)c2cc3[nH]c(=O)c(=O)[nH]c3cc2C)cc1Cl	9	0	0.8	-22	4	0	1	0	7	6
CC(C)CC(=O)Nc1nnn(C)n1	5	0	4.4	11	7	0	-7	-7	-2	1
CCOC(=O)c1sc2nc(C)nc(Nc3ccc(OC)c(OC)c3)c2c1C	5	5	-0.4	0	6	2	-4	0	-11	-15
COc1cccc(S(=O)(=O)NCc2ccc(C(=O)N3CCN(C)CC3)cc2)c1	2	2	0.2	29	-3	3	nt	-6	-19	6
C[C@]12CCC3[C@@H](CCC4=CC(=O)CC[C@@]43C=O)C1CCC2=O (some centres not stated)	6	0	1.4	0	-7	-1	-10	4	-4	-8
O=c1[nH]c(=S)[nH]c2sc3c(c12)CCCCCC3	-20	6	-7.0	11	?	1	2	-6	-5	0
CCOC(=O)C1CCC(CN(Cc2ccccc2C)S(=O)(=O)c2ccc([N+](=O)[O-])cc2)CC1 (configuration not stated)	5	-4	-0.3	29	0	-1	-5	-4	12	20
CCCN(CCC)CCCNC(=O)CC1Nc2ccccc2NC1=O (configuration not stated)	-3	-12	0.4	15	4	-2	-2	-2	-11	-6
CSc1ccccc1-c1n[nH]c(=S)o1	6	66*	-1.8	6	-4	-4	nt	-3	-12	0
CCCNC(=O)c1c[nH]c2ccc(S(=O)(=O)N(C)c3ccc(OCC)cc3)cc2c1=O	3	2	nt	13	nt	3	-10	nt	-22	12
CCC(C)NC(=O)c1nc2c(nnn2Cc2ccccc2Cl)c(=O)[nH]1 (configuration not stated)	-4	8	-0.7	-5	0	3	2	0	4	21

# Screening data as filed in PubChem.
